Screening data as filed in PubChem.
EPAC1 ag – qHTS for Agonist of cAMP-regulated guanine nucleotide exchange factor 3 (EPAC1): primary screen | EPAC1 agonist qHTS, biochemical assay; response scale: 100% = response to 6.5 mM cAMP | 0.073% of 360,000 active | Potency, µM (highest dose often 154 µM), for the others: top-dose activation, hits mostly activators | AID 720707, 2013 | Rap guanine nucleotide exchange factor 3 (Homo sapiens), O95398; also: potency is read from the fitted curve at half-maximal effect; nearly all actives have a fitted effect of over 60% in size
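Nucleotide exchange assay: 100 nM EPAC1 with 250 nM Rap1B loaded with BODIPY-GDP and 50 uM GDP, room temperature. Fluorescence (480/540 nm) read every 5 min for 30 min; signal change normalized to 6.5 mM cAMP as full agonist.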
PLK1 PBD inh – qHTS for Inhibitors of PLK1-PDB (polo-like kinase 1 - polo-box domain): Primary Screen; Serine/threonine-protein kinase PLK1 (Homo sapiens), P53350; Plk1 PBD binding of FITC phosphopeptide, fluorescence polarization; Potency, µM, without a hit: max response, negative = inhibition, actives largely listed as inhibitors; 2.8% of 360,000 active; AID 720504, 2013; also: potency is read from the fitted curve at half-maximal effect; series mostly up to about 57 µM; % is scaled to controls: 0 for no effect and ±100 for the full control effect; nearly all actives have a fitted effect of over 65% in size
WRN helicase inh – qHTS for Inhibitors of WRN Helicase | Bifunctional 3'-5' exonuclease/ATP-dependent helicase WRN (Homo sapiens), Q14191 | WRN helicase unwinding, fluorescent forked duplex, kinetic | Potency, µM (top dose mostly 114 µM), without a hit: at the highest dose activity change, negative = inhibition, hits mostly inhibitors | 0.46% of 360,000 active | AID 651768, 2012; also: potency is read from the fitted curve at half-maximal effect; % is scaled to controls: 0 for no effect and ±100 for the full control effect; nearly all actives have a fitted effect of over 55% in size
Target sequence (Q14191 whole entry, looked up): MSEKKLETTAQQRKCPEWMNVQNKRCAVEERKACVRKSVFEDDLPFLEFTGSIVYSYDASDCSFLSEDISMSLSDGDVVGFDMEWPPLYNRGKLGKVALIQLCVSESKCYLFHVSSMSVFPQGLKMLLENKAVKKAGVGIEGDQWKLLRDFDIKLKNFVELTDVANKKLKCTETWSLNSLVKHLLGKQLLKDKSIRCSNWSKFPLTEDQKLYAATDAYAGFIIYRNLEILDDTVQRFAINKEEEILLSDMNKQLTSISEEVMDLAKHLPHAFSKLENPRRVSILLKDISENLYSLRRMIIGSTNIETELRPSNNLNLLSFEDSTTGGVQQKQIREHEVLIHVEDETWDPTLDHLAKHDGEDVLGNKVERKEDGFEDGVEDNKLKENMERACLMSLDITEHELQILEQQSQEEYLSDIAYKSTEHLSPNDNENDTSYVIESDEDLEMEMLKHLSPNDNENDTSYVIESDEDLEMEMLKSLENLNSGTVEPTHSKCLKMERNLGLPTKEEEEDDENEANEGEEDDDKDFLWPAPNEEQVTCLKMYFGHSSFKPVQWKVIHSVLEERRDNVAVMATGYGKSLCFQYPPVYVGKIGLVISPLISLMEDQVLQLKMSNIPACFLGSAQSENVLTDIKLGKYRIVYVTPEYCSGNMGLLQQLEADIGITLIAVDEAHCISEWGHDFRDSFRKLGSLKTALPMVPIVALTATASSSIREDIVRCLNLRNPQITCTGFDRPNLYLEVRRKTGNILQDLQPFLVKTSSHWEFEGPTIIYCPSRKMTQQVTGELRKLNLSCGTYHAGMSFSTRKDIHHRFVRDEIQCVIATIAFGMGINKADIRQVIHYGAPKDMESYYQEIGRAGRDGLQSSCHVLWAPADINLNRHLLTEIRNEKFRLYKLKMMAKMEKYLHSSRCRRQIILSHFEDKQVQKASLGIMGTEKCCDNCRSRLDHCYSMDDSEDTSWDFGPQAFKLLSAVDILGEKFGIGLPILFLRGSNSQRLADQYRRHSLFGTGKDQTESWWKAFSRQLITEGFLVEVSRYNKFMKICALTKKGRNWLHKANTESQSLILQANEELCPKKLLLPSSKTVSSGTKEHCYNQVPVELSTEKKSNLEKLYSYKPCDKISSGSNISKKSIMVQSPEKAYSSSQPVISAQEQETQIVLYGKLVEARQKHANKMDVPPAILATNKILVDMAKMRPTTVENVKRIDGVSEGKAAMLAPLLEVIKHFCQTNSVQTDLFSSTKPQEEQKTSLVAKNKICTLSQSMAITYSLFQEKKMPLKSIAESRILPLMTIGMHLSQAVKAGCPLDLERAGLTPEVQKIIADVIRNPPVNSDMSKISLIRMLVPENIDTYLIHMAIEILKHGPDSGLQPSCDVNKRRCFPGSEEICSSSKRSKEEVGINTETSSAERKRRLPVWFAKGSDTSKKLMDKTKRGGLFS
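Enzyme (20 nM final) and test compound sit together 15 min at room temperature before substrate addition. Substrate is a single-forked duplex oligonucleotide (100 nM) labelled with fluorophore and quencher, with 2 mM ATP; helicase unwinding raises red fluorescence, read kinetically.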
PI5P4Ka inh – qHTS for Inhibitors of phosphatidylinositol 5-phosphate 4-kinase (PI5P4K) | Phosphatidylinositol 5-phosphate 4-kinase type-2 alpha (Homo sapiens), P48426 | 1.2% of 330,000 active | PI5P4Kalpha enzyme, ADP-Glo luminescence, 60 min; active compounds read low | max response, %; active = max response of -50% or lower; inconclusive = between -30% and -50%; inactive = -30% or higher; also: value at the top dose of about 77 µM; % is scaled to controls: 0 for no effect and ±100 for the full control effect
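Compounds were pin-transferred onto PI5P4Kalpha and substrate in HEPES pH 7.4 buffer with EGTA, CHAPS and 5% DMSO. ATP (5 microM final) started the reaction, which ran 60 minutes at room temperature before ADP-Glo detection.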
IL-2 act – qHTS of IL-2 Activators; IL-2 activation reporter assay, cell-based qHTS; stimulated with anti-CD3/CD4/CD28 beads; in transgenic mouse T cells; activation, % (series mostly up to about 46 µM); 0.065% of 360,000 active; AID 652025, 2013; in the data active = activation above about 50%; inconclusive = mostly about 30% to 49%; also: 0% is about no effect
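Readout is EGFP and DsRed signal by fluorescent plate cytometry after 18 h at 37 degrees C. Transgenic mouse T cells (750/well) received compound for 60 min before bead stimulation (anti-CD3, anti-CD4, anti-CD28); memory T cells served as non-tolerant control.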
Abeta rescue – qHTS for compounds that reverse cellular toxicity of Amyloid beta (A-beta) peptide in yeast: Primary Screen; yeast expressing A-beta42, growth rescue, OD600, 48 h; response scale: 0% DMSO, 100% iron-clioquinol control; Potency, µM (series often up to 46.1 µM), without a hit: top-dose growth rescue, most hits filed as activators; 0.063% of 410,000 active; AID 1347071, 2019; also: potency is read from the fitted curve at half-maximal effect; nearly all actives have a fitted effect of over 55% in size
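Growth rescue measured by 600 nm absorbance after 48 h yeast culture at 30 C with compound. Values normalized between DMSO and an equimolar ferric chloride plus clioquinol control.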
FUS yeast rescue – qHTS for Suppressors of FUS Proteinopathy: Primary screen using FUS-linked yeast assay | S. cerevisiae FUS-expressing, growth rescue, OD600, 24 h | Potency, µM (highest dose often 76.6 µM), inactives show at the highest dose growth rescue (activation), usual class: activators | 0.24% of 390,000 active;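 also: potency is read from the fitted curve at half-maximal effect; plate controls were DMSO vehicle for no effect and reference control for full effect; nearly all actives have a fitted effect of over 55% in size; some results filed as inactive show a strong effect at the top dose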
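Yeast expressing FUS under galactose induction, OD 0.005 in 2% galactose medium; compounds in a dilution series, 24 h at 30C. Growth rescue by absorbance at 600 nm; CP55940 positive control, DMSO negative.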
EPAC1 antag – qHTS for Antagonist of cAMP-regulated guanine nucleotide exchange factor 3 (EPAC1): primary screen; Rap guanine nucleotide exchange factor 3 (Homo sapiens), O95398; EPAC1 GEF assay, Rap1b-BODIPY-GDP exchange fluorescence; Potency, µM (titrated, usually from 115 µM), for the others: at the top dose activity change, negative = inhibition, usual class: inhibitors; 0.14% of 360,000 active;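 also: potency is read from the fitted curve at half-maximal effect; plate controls were vehicle for no effect and positive control for full effect; nearly all actives have a fitted effect of over 50% in size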
An asterisk follows results filed as active; ? = inconclusive; . = not tested or not shown; & = joins results of further samples; [ ] = dose if it differs, or a comment. Unless noted, calls follow the shape of the dose curve; as a rule, active = well fitted curve in the direction sought with a large enough effect; inconclusive = small, poorly fitted or top-dose-only effect, or another doubt; inactive = no such curve, though single readings can be large; an effect the other way counts as inactive or inconclusive.

The line under a structure holds: Abeta rescue	EPAC1 antag	PLK1 PBD inh	IL-2 act	PI5P4Ka inh	FUS yeast rescue	WRN helicase inh	EPAC1 ag
COc1ccc(-c2cc(C(=O)NCc3ccc(F)cc3)[nH]n2)c(C)c1
    -6%	-16%	3%	0.0	0	0%	-4%	6%
O=C(Nc1ccccc1)C1=C[C@H](c2ccc3c(c2)OCO3)C[C@H](OCCCCO)O1
    -3%	4%	-4%	0.2	-16	16%	-11%	-14%
Clc1ccc2nc(-c3cccc(Br)c3)c(Cc3ccsc3)n2c1
    -61%[inhibitor]	-9%	?	-0.9	-25	26%	-9%	9%
O=C(CCc1ccncc1)NC1CCCc2c1cnn2-c1ccc(F)cc1F (stereo unspecified)
    11%	-8%	1%	-2.7	1	12%	7%	-4%
CC1CN(C(=O)c2cc(S(=O)(=O)N3CCCCC3)ccc2Cl)CC(C)O1 (stereo unspecified)
    4%	8%	3%	-2.2	1	.	-1%	2%
COc1cc(/C=N/NC(=O)c2ccoc2C)cc(OC)c1O
    13%	21%	1%	0.0	-2	7%	-12%[57.1 µM]	-1%
O=C(Cn1c(=O)oc2ccccc21)N1CCN(c2ccc(N3CCOCC3)nn2)CC1
    7%	10%	-11%	2.2	0	-5%	2%	-7%
COc1ccccc1-c1c(C)nn2c(C)c(C(C)=O)cnc12
    -4%	-6%	?	0.7	-6	-8%	4%	-5%
CC(C)(C)NC(=O)COC(=O)c1cc(Br)ccc1Cl
    -8%	-1%	2%	-1.9	-5	37%	5%	2%
COc1ccc(OCC(O)CNC(=O)c2c(-c3ccccc3)noc2C)cc1 (stereo unspecified)
    -5%	1%	5%	0.0	2	-11%	4%	-2%
O=C(O)C1CC=CCC1C(=O)Nc1ccccc1Cl (stereo unspecified)
    15%	4%	-2%	1.5	-5	-9%	-5%	4%
Cc1ccc(CN2CCN(/N=C/c3ccc(Cl)c([N+](=O)[O-])c3)CC2)cc1
    -9%	-16%	-1%	0.0	6	18%	5%	6%
O=S(=O)(NCCSCc1ccc(Cl)c(Cl)c1)c1ccc2c(c1)OCCO2
    5%	-18%	-13%	-1.8	6	-48%	-10%	5%
CCCc1nc2ccc(C)cn2c1Cc1ccc(C)cc1
    -11%	-9%	-12%	0.4	5	13%	-9%	12%
O=C1C2C3CC(C(Br)C3Br)C2C(=O)N1c1nccs1 (stereo unspecified)
    5%	-10%	1%	0.1	-3	0%	1%	6%
COc1ccc(C2C(CC(=O)O)=C(Nc3ccccc3)C(=O)N2c2ccccc2)cc1 (stereo unspecified)
    -11%	-12%	-2%	-0.8	-3	30%	8%	-3%
CCn1c(SCC(=O)c2c[nH]c3ccccc23)nnc1-c1cccs1
    -5%	9%	11%	1.0	-12	11%	2%	-1%
CC(C)NCC(O)COCCOc1ccc(Br)cc1 (stereo unspecified)
    5%	13%	0%	0.8	10	.	0%	8%
COc1cc(C(=O)Nc2ccc(C)c(S(=O)(=O)N(C)C)c2)ccc1OCC(=O)N1CCOCC1
    7%	-2%	-2%	-3.6	-12	37%	3%[11.6 µM]	-5%
CC(=O)c1nnn(-c2ccccc2C#N)c1C
    -1%	4%	-3%	-0.6	7	-13%	-6%	-6%
Cc1ccccc1NC1=NC(=S)N(c2ccccc2)C12CCCCC2
    -22%	-27%	-7%	1.2	1	3%	-5%	15%
COc1ccc(OC)c(-c2csc3nnc(SCC(=O)Nc4ccc(NC(C)=O)cc4)n23)c1
    14%	0%	-6%	-2.1	.	30%	4%	2%
O=C(Nc1ccc2c(c1)OCCO2)C1CCCN(S(=O)(=O)c2cccnc2)C1 (stereo unspecified)
    7%	-10%	0%	-0.2	1	-9%	2%	1%
Brc1ccccc1OCCCN1CCCC1
    16%	3%	2%	0.3	-1	-7%	-2%	5%
c1cnc2ccc(C(c3nnnn3C3CCCC3)N3CCN4CCCC4C3)cc2c1 (stereo unspecified)
    4%	-2%	-14%	-2.4	-4	24%	14%	10%
COC(=O)[C@H](Cc1ccccc1)NC(=O)c1cc(COc2c(F)cccc2F)on1
    -10%	-19%	30µM*	-2.0	2	17%	-6%	-1%
Cn1c2ccccc2c2ncn(CCN3CCOCC3)c(=O)c21
    8%	-11%	-5%	0.1	.	22%	2%	2%
Cc1ccc(S(=O)(=O)c2n[nH]n3c2nc(=O)c2ccccc23)cc1
    8%	3%	-13%	1.5	.	34%	-15%	4%
O=C(c1ccco1)N1CCN(c2ccc([N+](=O)[O-])cc2Cl)CC1
    -3%	-2%	-27%	2.5	1	1%	-8%	9%
COCCN1CCN(C(=O)c2cc(COc3ccc(F)c(F)c3)on2)CC1
    3%	-18%	0%	0.1	1	.	-3%	2%
Brc1ccccc1OCCOc1cccc2cccnc12
    22%	-2%	-5%	-0.3	8	.	-10%	-14%
S=C(Cc1ccccc1)NCCc1ccccc1
    6%	-13%	-27%	-3.3	0	-13%	-6%	-3%
COc1cc2cc(C(c3nnnn3C3CCCC3)N3CCCCC3)c(=O)[nH]c2cc1OC (stereo unspecified)
    0%	-1%	-1%	-1.2	.	-12%	4%	-8%
CCn1c(CSc2nc3ccccc3s2)nnc1SCC(=O)c1ccc2c(c1)OCCO2
    -7%	0%	-11%	-3.5	-2	38%	4%	16%
CCn1cc(C(=O)NCCc2ccc(C)cc2)c(=O)c2cc(S(=O)(=O)N(C)C)ccc21
    -14%&-15%	-3%	-12%	2.0	3	-14%&2%	3%	3%
Cc1ccc(O)c(NC(=S)NC(=O)CC(C)C)c1
    17%	3%	-22%	4.1	6	-12%	-1%	2%
CCN(CC)CCNC(=O)c1cccc(NC(=O)C(=O)c2ccccc2NC(C)=O)c1
    7%	-4%	-1%	-2.5	2	4%	-23%	-3%
Cc1ccc(CN2CCN(Cc3cccc(-n4cccn4)c3)CC2CCO)cc1 (stereo unspecified)
    -4%	14%	6%	-3.6	-3	-5%	6%	1%
O=C(COC(=O)c1ccccc1)NC1CCCC1
    -10%	14%	-12%	-0.3	2	-3%	9%	11%
CCCCCn1c(=O)[nH]c2cc(C(=O)NCCCN3CCC(C)CC3)ccc2c1=O
    1%	5%	1%	0.7	.	1%	8%	-1%
Cc1cc(N2CCOCC2)c2c(N)c(C)cc(C)c2n1
    -3%	-26%	-1%	0.4	1	-18%	-4%	3%
Cc1cc(C)nc(NS(=O)(=O)c2ccc(N/C=C\C(=O)c3ccc(Cl)cc3)cc2)n1
    -3%	10%	-4%	3.6	.	2%	-18%	2%
CCn1c(C)cc2c(c1=O)C(c1ccc3c(c1)OCO3)C(C#N)=C(N)O2 (stereo unspecified)
    -9%	-7%	6%	0.1	.	-2%	-6%	2%
CCN(CC)c1ccc(/C=N/NC(=O)OC)c(O)c1
    8%	-6%	2%	0.2	13	-9%	2%	-5%
Cc1nnc(SC/C=C/c2ccccc2)n(N)c1=O
    0%	-24%	-2%	0.5	-9	31%	-6%	6%
CC(=O)Nc1ccc(S(C)(=O)=O)c(C)c1
    7%	10%	-2%	1.3	1	-4%	?	8%
O=C(c1cc([N+](=O)[O-])ccc1N1CCOCC1)N1CCN(S(=O)(=O)c2ccc(F)cc2)CC1
    15%	-10%	-5%	2.1	5	14%	-1%	-6%
CCOc1ccc(N2C(=O)CC(/C=C3/N(C)c4ccccc4C3(C)C)C2=O)cc1 (stereo unspecified)
    1%	4%	-1%	-0.6	-6	39%	0%	-6%
Cc1nc2nc(C)n(CCN3CCOCC3)c(=O)c2c(-c2cccc([N+](=O)[O-])c2)c1C(=O)CCCCCCCCCCN1CCC(c2ccccc2)(c2ccccc2)CC1
    -7%	-10%	1%	-6.1	3	.	-3%	8%
CC#CCN1c2ccccc2[C@]23C[C@@H](C(=O)OC)N(C(C)=O)C2=NC(C(=O)OC)=C(C(=O)OC)[C@H]13
    9%	2%	6%	-0.2	-3	7%	0%	-15%

Next results:
The line under a structure holds: Abeta rescue	EPAC1 antag	PLK1 PBD inh	IL-2 act	PI5P4Ka inh	FUS yeast rescue	WRN helicase inh	EPAC1 ag
C1=C(CCNC2=NCCCCC2)CCCC1
    1%	3%	-17%	-0.3	4	47%	19%	0%
O=C(c1cc(-c2ccccn2)nc2ccccc12)N1CCN(c2ncccn2)CC1
    -19%	-26%	-13%	-0.6	0	-3%	-6%	1%
C=CCNc1sc(C(=O)c2ccc(C)cc2)c(N)c1C#N
    -7%	-6%	-11%	0.2	-7	-10%	-26%	8%
O=C(O)c1ccc(Cl)c(S(=O)(=O)Nc2ccccc2C(=O)Nc2ccc(Cl)cc2)c1
    3%	?	?	1.6	-13	19%	?	-5%
CC1CC/C(=C\c2ccc3c(c2)OCO3)C(=O)/C1=C/c1ccc2c(c1)OCO2 (stereo unspecified)
    -35%[inhibitor]	-7%	1%	5.2	1	40%	-15%	1%
COc1cc(C=O)ccc1OCC(=O)Nc1ccccc1N1CCOCC1
    1%	-5%	4%	-1.9	4	.	-11%	8%
Cc1ccc(OCc2cc(C(=O)NCC3COCCO3)no2)cc1C (stereo unspecified)
    -8%	8%	2%	-2.9	4	.	-19%	1%
CCN(CC)c1ccc(NC(=O)c2ccc3c(c2)OCO3)cc1
    -3%	-4%	-1%	-3.3	-2	9%	-4%	-4%
COc1cccc(NC(=O)CN(C)C(=O)CNC(=O)c2ccccc2F)c1
    -6%	-11%	0%	4.5	-5	-6%	1%	-4%
CCC[n+]1c(C)sc2c(OC)ccc(OC)c21
    4%	2%	0%	-1.2	-15	11%	-32%	-9%

Hits appear at their usual frequency. Share with any hit: about 4.1%.
